# Screens deposited in PubChem BioAssay by NCI.
# Growth percent in the NCI-60 one-dose screen (48 h, 10 µM unless noted): 100 = growth as untreated, 0 = no growth, -100 = all killed.
# SK-MEL-28: SK-MEL-28 melanoma; 81,000 compounds, 4.1% hits
# UACC-62: UACC-62 melanoma. 81,000 compounds, 5.4% hits. AID 1794756
# M14: M14 melanoma; 80,000 compounds, 6.2% hits; AID 1794745
# UACC-257: UACC-257 melanoma; 78,000 compounds, 4.4% hits; AID 1794764
# EKVX: EKVX NSCLC; 71,000 compounds, 3% hits; AID 1794765
# HOP-92: HOP-92 NSCLC cells | 71,000 compounds, 6.3% hits
# A549/ATCC: A549/ATCC NSCLC | 81,000 compounds, 3.7% hits | AID 1794740
# SK-MEL-5: SK-MEL-5 melanoma | 80,000 compounds, 6.4% hits
# Numbers without * were called inactive; · = no result given; & = joins results of further samples. The calls were made as follows: active = growth percent below 10; inactive = the rest.
Compound	EKVX	HOP-92	SK-MEL-28	SK-MEL-5	UACC-62	A549/ATCC	M14	UACC-257
COc1cc2c(cc1OC)C1=NN(C(=O)Nc3ccc(F)cc3)C(c3ccccc3Cl)C1C2 (stereo not drawn)	97	95	105	86	87	87	102	94
Cc1ccc(S(=O)(=O)N(CCCBr)c2ccccc2)cc1	90	·	99	92	73	91	73	98
C#CCSc1n[nH]c(=O)n1C1CCCCC1	·	·	103	·	107	·	107	98
CCn1c(SCC(=O)Nc2cccc(C(=O)/C=C/c3ccc(OC)c(OC)c3)c2)nc2ccccc2c1=O	100	78	100	91	83	88	·	100
COc1ccc(OC)c2ncccc12	·	72	117	102	114	108	93	110
Nc1cc(N)nc(SCC(=O)O)n1	106	97	106	100	99	88	102	85
CCOc1nc(-c2ccccc2)cc2c(O)c(C(=O)N/N=C/c3ccc(Cl)cc3)[nH]c(=O)c12	100	63	163	75	102	121	115	122
Cc1nc2cc(Nc3nc(Nc4ccc(O)cc4)nc(Nc4ccc(F)cc4)n3)ccc2n1Cc1ccccc1	·	82	104	94	96	78	108	96
O=C1CCC23OC4ON=C(Br)C4C2C(O)c2ccccc2N13 (stereo not drawn)	91	95	101	108	96	99	96	101
COc1ccc2cc([C@H](C)C(=O)N/N=C/c3ccc(O)cc3)ccc2c1	57	77	96	88	73	88	89	86
Cn1c(=O)c2[nH]c(N3CCCCC3)nc2n(C)c1=O	102	99	110	107	89	131	·	120
CC1=C(C(=O)c2ccccc2)C(c2ccc(-n3cncn3)cc2)n2c(nc3ccccc32)N1 (stereo not drawn)	64	76	106	90	71	77	99	89
Cn1c(O)c(N=NC(=O)c2cc3ccccc3[nH]2)c2ccccc21	76	92	107	95	92	103	95	101
CCCCCCCCCCCC(=O)Oc1ccc(O)cc1	103	94	108	86	83	90	97	81
c1ccc(CCCCc2ccccn2)cc1	116	93	115	101	96	95	97	91

# Random excerpt: three entries already listed
Compound	EKVX	HOP-92	SK-MEL-28	SK-MEL-5	UACC-62	A549/ATCC	M14	UACC-257
CC1=C(C(=O)c2ccccc2)C(c2ccc(-n3cncn3)cc2)n2c(nc3ccccc32)N1 (stereo not drawn)	64	76	106	90	71	77	99	89
Cc1ccc(S(=O)(=O)N(CCCBr)c2ccccc2)cc1	90	·	99	92	73	91	73	98
COc1ccc2cc([C@H](C)C(=O)N/N=C/c3ccc(O)cc3)ccc2c1	57	77	96	88	73	88	89	86

# (cont.)
Compound	EKVX	HOP-92	SK-MEL-28	SK-MEL-5	UACC-62	A549/ATCC	M14	UACC-257
COc1c(C(=O)Nc2ccc(C)c(Br)c2)ccc2ccccc12	66	105	93	98	72	88	81	98
O=[N+]([O-])c1ccc(O)c(Cc2cc([N+](=O)[O-])ccc2O)c1	103	73&58	111&108	106&108	99&109	91&97	102&101	102&102
CCOc1c(Cl)cc(CNCC(O)c2ccccc2)cc1OC (stereo not drawn)	·	88	100	88	82	91	95	108
CC1=C(C(=O)OC(C)(C)C)C(c2ccc3c(c2)OCO3)NC(=O)N1 (stereo not drawn)	98	111	118	98	98	107	96	99
Cc1nn(-c2ccccc2)c(N2CCCC2)c1-c1nc2ccc(C(=O)NN=Cc3ccc(Cl)cc3)cc2[nH]1	95	79	84	75	68	68	79	92
CC1=CC(=O)c2cccc(NC3=NCCO3)c21	99	78	108	98	88	92	97	94
O=C1c2cccc(S(=O)(=O)O)c2C(=O)c2cccc(Cl)c21	98	77	104	100	99	90	99	103
COc1ccc(C2NC(=O)c3ccccc3N2)c(OC)c1OC (stereo not drawn)	101	70	119	98	89	95	86	87
FC(F)(F)c1cc(-c2nnc3n2NC(=NC2CCCCC2)CS3)cc(C(F)(F)F)c1	88	84	121	91	91	92	117	106
COC(=O)C1=COC(C)C2C[n+]3ccc4c([nH]c5ccccc54)c3CC12 (stereo not drawn)	93&102	76&92	103&106	94&100	83&91	77&103	94&107	95&106
Cc1cc(=O)oc2cc(OCCCOc3ccc(/C=C/C(=O)Nc4ccccc4[N+](=O)[O-])cc3)ccc12	106	110	106	100	96	108	112	114
COC(=O)c1c(C(=O)OC)c2n(CC(=O)Nc3cccc4cccnc34)c3ccccc3n2c1C(=O)c1ccc([N+](=O)[O-])cc1	104	101	108	101	92	102	103	107
COc1ccc(-c2cc(=O)c3c(CC(=O)O)cc(O)cc3o2)cc1	100	103	122	99	101	87	115	93
CCNC(=O)c1[nH]cc(-c2ccc(OC)cc2)c1-c1cc(OC)cc(OC)c1	90	73	88	61	48	91	96	103
CCCCN(C)c1ncnc2[nH]ncc12	94	94	127	106	86	102	108	100
COC(=O)CCCCCCCC(C)=O	·	95	105	101	99	99	97	98
CC(C)=CCC[C@](C)(O)[C@H]1CC[C@]2(C)[C@@H]1CC[C@@H]1[C@@]3(C)CC(Cc4ccncc4)C(=O)C(C)(C)[C@@H]3CC[C@]12C (stereo partly drawn)	96	83	107	101	87	93	104	99
COc1cc(C2CC(c3cccc(Nc4ccncc4)c3)=NN2c2ccc(Cl)cc2)cc(OC)c1OC (stereo not drawn)	65	25	-83*	-51*	91	26	101	-6.1*
O=C1CCCc2cc(OCCCCN3CCCCC3)ccc2N1	106	·	112	106	95	108	109	110
Cc1nn(-c2ccc(F)cc2)c2nc[nH]c(=O)c12	64	90	114	100	·	103	108	108
NC(N)=NCCC[C@@H]1NC(=O)[C@H](Cc2ccc(O)cc2)NC(=O)CNC(=O)[C@H](CO)NC(=O)[C@H](Cc2ccccc2)NC1=O	93	99	93	103	80	91	93	98
C=C1C(=O)O[C@H]2[C@H]1CC/C(COC(=O)NC1CCC(O)CC1)=C\CC[C@@]1(C)O[C@@H]21 (stereo partly drawn)	67&73	55&72	·	·	·	88&92	71&85	69&66
CN1CCN(c2ccc(C(=O)/C=C/c3cc(C(F)(F)F)cc(C(F)(F)F)c3)cc2)CC1	-73*	-55*	-97*	·	-85*	-88*	-97*	-89*
O=C(NCCCl)N(Cc1ccccc1)C(=O)SSCCc1ccccc1	114	102	106	97	90	111	99	106
CCC(/C=C\C(C)=O)CC	·	102	101	102	106	104	104	95
Cn1c2ccccc2c2c3c(c4c5ccccc5n(C)c4c21)C(=O)OC3	88	96	120	93	89	104	103	109
COc1c(O[C@@H]2OC(CO)[C@H](O)[C@H](O)C2O)cc2oc3cc(O[C@H]4O[C@H](CO)[C@@H](O)C(O)C4O)c(CC=C(C)C)c(O)c3c(=O)c2c1CC=C(C)C (stereo partly drawn)	107	93	113	102	93	94	106	91
N#Cc1c(-c2ccccc2)nc(SCC(=O)Nc2nc(-c3ccc(Cl)cc3)cs2)[nH]c1=O	106	81	101	98	88	95	94	97
COc1cc2oc(-c3cccc(C(=O)Nc4ccccc4)c3)cc(=O)c2c(O)c1OC	98	5.3*	87	72	39	60	84	84
O=C(C(=C(c1ccccc1)c1ccccc1)c1ccccc1)c1ccccc1	61	85	104	98	83	75	97	93
CC(=O)O[C@]1(C)C(=O)C23C=CC1C[C@@]21O[C@@H]2C(C)(C)C=C[C@H](O)C23COC1=O	·	94	112	103	·	86	109	101
Clc1cccc(Cl)c1C[n+]1ccccc1	·	91	104	101	105	92	104	97
CC1=CC(=C2C=CC(=O)C=C2)C=C(C)N1C	55	·	156	108	92	79	104	97
COc1ccc(OC)c(Cn2cc3c(c2-c2ccccc2)CCc2cnoc2-3)c1	58	60	66	40	48	51	51	80
C[C@H](N)C(=O)N1CCCC(OC(=O)NC(C)(C)c2csc(-c3ccc(F)cc3)n2)C1 (stereo partly drawn)	93	·	88	99	87	90	99	97
COc1ccc(-c2nc(SCC(=O)c3ccc(F)cc3)[nH]c(=O)c2C#N)cc1	99	84	94	97	83	92	98	90
CCOC(=O)c1c(NC(=O)c2ccc(Cl)cc2)sc2c1CCCC2	91	83	105	105	82	90	103	100
CCN1C(=S)N(CC)C2C1NC(=O)N2/N=C/C=C/c1ccccc1OC (stereo not drawn)	95	82	86	92	62	92	75	87
Fc1ccc(NC(=S)Nc2ccc(Cl)cc2)cc1	75	80	103	87	68	80	84	85
O=C(N/N=C\c1ccc(Cl)cc1Cl)C1CC1	90	89	102	85	89	103	106	107
O=C1NC(c2ccccc2)(c2ccccc2)C(=O)N1CNc1ccccn1	101	106&91	117&111	105&104	100&111	100&95	96&105	101&101
CC(C)(C)c1cc(/C=N/Nc2cc(Cl)ncn2)c(O)c(C(C)(C)C)c1	51	·	77	63	61	67	61	86
CC(C)OCc1cc(CN2CCN(c3cccc(Cl)c3)CC2)c(O)c2ncccc12	·	-35*	-2.3*	-85*	-61*	-5.7*	-17*	-37*
Cc1ccc2c(c1)C(=O)/C(=C/c1ccc(Cl)cc1)S2	96	·	101	·	84	106	106	103
Cc1ccc(NCc2cn(-c3ccc(C(=O)O)cc3)nc2-c2ccc(C(=O)O)cc2)nc1	105	90	108	103	102	105	112	101

# A section from further up, for reference:
Compound	EKVX	HOP-92	SK-MEL-28	SK-MEL-5	UACC-62	A549/ATCC	M14	UACC-257
CC(C)(C)c1cc(/C=N/Nc2cc(Cl)ncn2)c(O)c(C(C)(C)C)c1	51	·	77	63	61	67	61	86
CC(C)OCc1cc(CN2CCN(c3cccc(Cl)c3)CC2)c(O)c2ncccc12	·	-35*	-2.3*	-85*	-61*	-5.7*	-17*	-37*
Cc1ccc2c(c1)C(=O)/C(=C/c1ccc(Cl)cc1)S2	96	·	101	·	84	106	106	103
Cc1ccc(NCc2cn(-c3ccc(C(=O)O)cc3)nc2-c2ccc(C(=O)O)cc2)nc1	105	90	108	103	102	105	112	101

# The list goes on.
Compound	EKVX	HOP-92	SK-MEL-28	SK-MEL-5	UACC-62	A549/ATCC	M14	UACC-257
C[n+]1c(/C=N/NC(N)=S)ccc2ccccc21	·	97	100	101	100	100	107	96
Cc1ccc2c(c1)C(=O)/C(=C/c1ccc(OCC(=O)c3ccc(Cl)cc3)cc1)CS2	101	89	141	101	91	90	118	93
O=C(Oc1ccccc1-c1ccccc1)c1ccccc1	109	82	103	91	83	91	104	86
CCc1cccc(CC)c1N1C(=O)CSCC1=O	·	93	111	100	96	108	102	117
CCOC(=O)c1cc2c(n1Cc1ccc(OC)cc1)-c1oncc1CC2	117	87	113	107	100	98	113	96
CSc1nc(N)n(/N=C(\C)c2ccccn2)c(=O)c1C#N	98	114	112	101	99	93	96	93
CCSc1nc(O)cc(=O)[nH]1	104	·	119	102	103	98	102	96
COc1cc2cc3c(nc2cc1OC)CCN3Cc1ccc(NC(=O)c2cccc(Cl)c2Cl)cc1	·	·	106	98	97	97	107	106
COc1ccc(/C=N/N(C)C)cc1	·	·	107	104	102	108	109	102
O=C1/C(=C/c2ncc(CO)s2)SC(=S)N1Cc1ccccc1	102	90	92	99	103	102	83	101
Cc1cc(=O)[nH]c(SCC(=O)N2CCN(c3cc4c(cc3F)c(=O)c(C(=O)O)cn4C3CC3)CC2)n1	99	94	98	95	100	85	107	86
Cc1[nH]c(C(=O)Nc2nc3ccc(NC(N)=O)cc3s2)c(Cl)c1Cl	94	156	106	99	98	100	103	108
O=C(Nc1ccc(S(=O)(=O)Nc2ncccn2)cc1)c1ccc(-n2c(=O)[nH]c3ccccc3c2=O)cc1	90	·	107	101	94	99	97	100
COc1ccc(/C(=C\c2cc(OC)c(OC)c(OC)c2)C(=O)N2CCCCC2)cc1	101	95	111	93	72	84	85	100
Cc1ncnc(N)c1CCCNc1ccccc1	100	112	116	110	101	100	108	107
COc1c(C)cnc(CSc2nc(-c3ccccc3)cn2-c2ccc(Cl)cc2)c1C	87	90	97	99	80	88	·	99
NS(=O)(=O)c1ccc(NC(=S)/N=C/C2=C(O)c3ccccc3C2=O)cc1	95	82	114	84	89	105	102	104
O=c1[nH]c2ccccc2cc1CSc1ccccc1Nc1nccc(-c2ccc(C(F)(F)F)cc2)n1	65	21	85	96	70	58	92	104
C[C@]12CC[C@@H]3c4ccc(O)cc4CC[C@H]3[C@@H]1CC[C@@H]2NS(=O)(=O)c1cccc(Cl)c1	·	·	82	48	55	38	59	64
O=C1OCC/C1=C\NCCCN/C=C1\CCOC1=O	98	·	90	100	97	97	110	101
Cc1cc(C)cc(C(=O)O)c1	98	94	116	93	97	108	103	124
CCOC(=O)c1csc(NC(=O)c2ccc(N3CCN(C(c4ccccc4)c4ccccc4)CC3)c([N+](=O)[O-])c2)n1	87	65	96	93	70	85	81	92
CN1c2ccccc2[C@]2(C)Cc3ccccc3N[C@H]12	100	·	101	104	98	99	110	98
O=[N+]([O-])c1ccc2[nH]c(=S)sc2c1	93	77	107	·	75	86	102	92
C=CCOc1c(C(C)C)cc(C(N)=O)cc1C(C)C	98	97	100	100	101	94	100	103
O=c1c(-c2ccccc2)c(O)on1/C=C1/C=CC=N1	·	86	101	96	95	98	98	101
O=CNc1ccc([N+](=O)[O-])cc1	121	104	106	113	107	104	104	·
Nc1nc2c(nc(N3CCCCC3)n2[C@@H]2O[C@H](CO)[C@@H](O)[C@H]2O)c(=O)[nH]1	101	105	107	100	97	100	104	100
Cc1ccc(C2N=C(N)NC(Nc3nn[nH]n3)=N2)cc1 (stereo not drawn)	91	88	112	96	93	96	102	103
CCOC(=O)c1nc2cc(C#N)ccn2c1C(=O)c1ccccc1	86	110	105	99	92	83	109	81

# One compound at a time, as listed above. Order of values: EKVX	HOP-92	SK-MEL-28	SK-MEL-5	UACC-62	A549/ATCC	M14	UACC-257
# O=c1c(-c2ccccc2)c(O)on1/C=C1/C=CC=N1 is entered as ·	86	101	96	95	98	98	101
# O=CNc1ccc([N+](=O)[O-])cc1 is entered as 121	104	106	113	107	104	104	·
